AHR activator: activators of human aryl hydrocarbon receptor. P35869. 320,000 compounds, 2.5% hits. AHR-responsive luciferase reporter cells, luminescence. activation, % at 5 µM; in the data active = activation above about 47%;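 note: 0% = vehicle wells and 100% = reference agonist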
MCL1 BIM primary: MCL1-BIM-BH3 interaction inhibition (human); 320,000 compounds, 0.68% hits; inhibition, % at 10.9 µM; Q07820; GST-MCL1 / FITC-Bim-BH3 fluorescence polarization;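 active = inhibition above the mean inhibition of all tested compounds plus 3 SD, set per campaign, cut at about 40% in these data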;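 note: 0% = DMSO wells and 100% = unlabeled Bim-BH3 peptide control; higher means more loss of mP so more displacement of Bim peptide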
PME-1 inh: blocks human protein phosphatase methylesterase 1; inhibition, % at 5.9 µM; recombinant PME-1, FP-Rh probe fluorescence polarization; AID 2130; 320,000 compounds, 0.53% hits;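 active = inhibition above the campaign mean of all compounds plus 3 SD, cut at about 26% in these data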;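 note: competitive labeling of PME-1 active site by serine hydrolase directed probe; 0% = PME-1 with DMSO and 100% = wells lacking PME-1 enzyme; inhibitors block probe labeling so polarization falls and inhibition rises; many of its hits are not listed in these tables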
Target sequence (Q9Y570 whole entry, looked up): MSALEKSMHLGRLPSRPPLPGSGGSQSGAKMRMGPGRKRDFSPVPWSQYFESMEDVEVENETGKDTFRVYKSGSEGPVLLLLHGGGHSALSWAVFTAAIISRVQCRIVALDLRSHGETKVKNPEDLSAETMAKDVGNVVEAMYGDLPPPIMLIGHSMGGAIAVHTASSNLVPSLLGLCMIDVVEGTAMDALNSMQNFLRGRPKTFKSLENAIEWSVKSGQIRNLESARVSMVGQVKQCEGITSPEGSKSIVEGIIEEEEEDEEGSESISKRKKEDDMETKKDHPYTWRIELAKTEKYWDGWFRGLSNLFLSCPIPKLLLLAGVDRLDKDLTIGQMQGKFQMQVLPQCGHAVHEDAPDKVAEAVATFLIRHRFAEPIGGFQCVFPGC
Bcl-xL primary: Bcl-xL (human) inhibition; GST-Bcl-xL / FITC-Bim BH3 peptide fluorescence polarization; inhibition, % at 10.9 µM; 320,000 compounds, 0.7% hits; AID 2129;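 active = inhibition above the mean of all tested compounds plus 3 SD, cutoff set per campaign, cut at about 30% in these data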;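 note: 0% = DMSO wells and 100% = unlabeled Bim-BH3 peptide competitor; inhibitors lower millipolarization by displacing the labeled peptide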
Target sequence (Q07817 whole entry, looked up): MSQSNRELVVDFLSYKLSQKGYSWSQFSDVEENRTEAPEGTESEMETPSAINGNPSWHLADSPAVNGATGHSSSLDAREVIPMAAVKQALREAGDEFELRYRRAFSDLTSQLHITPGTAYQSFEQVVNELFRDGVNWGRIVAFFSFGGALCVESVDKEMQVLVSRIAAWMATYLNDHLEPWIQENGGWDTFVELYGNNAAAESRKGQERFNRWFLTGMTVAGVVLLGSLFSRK
GLD-1 RNA inh: GLD-1-TGE RNA interaction inhibition (C. elegans). Q17339. purified GLD-1 + fluorescein TGE RNA, fluorescence polarization. inhibition, % at 5.96 µM. 320,000 compounds, 0.44% hits. AID 2280;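 active = percent inhibition above a per-plate cutoff, the plate mean of test compounds plus 3 SD, cut at about 30% in these data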;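 note: 0% = DMSO wells with GLD-1 and probe and 100% = wells lacking GLD-1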
Target sequence (Q17339 whole entry, looked up): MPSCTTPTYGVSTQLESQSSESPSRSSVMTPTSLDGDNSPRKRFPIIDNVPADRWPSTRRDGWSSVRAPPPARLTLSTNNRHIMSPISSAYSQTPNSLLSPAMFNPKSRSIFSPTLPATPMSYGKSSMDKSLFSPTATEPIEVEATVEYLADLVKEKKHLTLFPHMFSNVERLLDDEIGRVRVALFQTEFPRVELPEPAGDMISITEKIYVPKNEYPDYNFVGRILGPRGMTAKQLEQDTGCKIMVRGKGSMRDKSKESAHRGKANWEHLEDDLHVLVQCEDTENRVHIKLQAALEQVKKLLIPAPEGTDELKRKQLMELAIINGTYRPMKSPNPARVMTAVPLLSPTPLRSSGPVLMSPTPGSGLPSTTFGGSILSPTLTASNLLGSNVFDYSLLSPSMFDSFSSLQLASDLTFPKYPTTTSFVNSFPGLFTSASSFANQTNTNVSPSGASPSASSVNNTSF
Fam108B counter: Fam108B inhibition, counter-screen for RBBP9 inhibitors; recombinant Fam108B, FP-Rh probe fluorescence polarization; inhibition, % at 9.51 µM; 300,000 compounds, 0.33% hits; AID 1947;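 active = inhibition above the screen mean inhibition plus 3 SD, computed separately per campaign, cut at about 18% in these data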;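 note: inhibitors lower polarization as less probe binds the enzyme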
PAFAH1B2 inh: inhibitors of human PAFAH1B2; P68402; recombinant PAFAH1B2, FP-rhodamine activity probe, fluorescence polarization; inhibition, % at 3.39 µM; 340,000 compounds, 1.2% hits; AID 492953;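 active = inhibition above the mean of all tested compounds plus 3 SD, cut at about 24% in these data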;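 note: 0% = enzyme with DMSO and 100% = wells lacking PAFAH1B2; many of its hits are not listed in these tables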
MEX-5 binding: C. elegans MEX-5 TCR-2 RNA binding activity; Q9XUB2; MEX-5/FITC-TCR2 RNA binding, fluorescence polarization; active compounds read low; activity score (negative = inhibition of binding), % at 10 µM; 300,000 compounds, 0.38% hits;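 active = inhibition past about -25% in most replicates, and total fluorescence under double the plate's negative control median, limit read from the data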;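 note: 0% = DMSO and -100% = 5 µM competing unlabeled TCR2 RNA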
pPAFAH FP inh: pPAFAH (human) enzyme inhibition | inhibition, % at 3.39 µM | recombinant pPAFAH, FP-rhodamine probe fluorescence polarization | 330,000 compounds, 1.5% hits | Q13093 | AID 463082;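 active = inhibition above the mean inhibition across the screen plus 3 SD, cut at about 25% in these data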;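 note: inhibitors block binding of the rhodamine activity-based probe so polarization drops; 0% = enzyme with DMSO and 100% = wells lacking pPAFAH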
* marks the source's active call; other numbers are inactive results; / = not tested or not shown. An excerpt (hit frequency here may not be typical).

SMILES	AHR activator	MCL1 BIM primary	PME-1 inh	Bcl-xL primary	GLD-1 RNA inh	Fam108B counter	PAFAH1B2 inh	MEX-5 binding	pPAFAH FP inh
CCC(C)(C)NC(=O)C(c1cccn1C)N(C(=O)Cn1nnc2ccccc21)c1ccc(NC(C)=O)cc1 (stereo unspecified)	-1	2	2	5	-6	-4	3	-0.9	2
CC1NC(=O)NC1CCCCCC(=O)NCCc1ccccc1 (stereo unspecified)	1	-7	-1	2	-6	-2	-9	4.2	2
CCCOc1ccc(N2C(=O)C/C(=C\c3ccccc3)C2=O)cc1	6	1	-4	-4	-5	-2	/	-3.9	-1
COC(=O)c1cn(NC(=O)C2CCCCC2)c(=O)c2ccccc12	2	-1	5	8	-1	-3	-1	1.9	3
O=C(CN1CCN(Cc2ccccc2)CC1)N/N=C/c1ccc(Br)s1	0	3	0	2	-9	-2	7	-4.4	-1
c1ccc(CSc2nnc(-c3cccs3)o2)cc1	-1	2	6	6	4	1	-3	-0.8	4
CC1=NN(c2ccccc2)C(=O)/C1=C\c1cc(C)n(-c2cccnc2)c1C	5	0	1	4	8	5	-3	1.2	0
CCOC(=O)CCP(=O)(O)C(O)(c1ccccc1)c1ccccc1	-3	13	0	4	-3	1	3	-0.3	-2
CC(=O)N(CN1C(=O)C2CC=CCC2C1=O)c1cccc(Cl)c1 (stereo unspecified)	12	22	-4	22	28	1	5	-15	0
COc1ccc(-c2nn(-c3ccccc3)cc2C(=O)NCCCn2ccnc2)cc1	3	1	5	1	-6	3	-4	-2.1	0
COC(=O)c1ccccc1NC(=O)CCn1c(=O)oc2ccccc21	7	1	10	3	3	2	-3	1.2	6
Cc1nc(C)c(-c2csc(NCc3ccco3)n2)s1	1	-4	1	2	2	3	3	0.1	6
CCc1cccc(NC(=O)c2ccc(Cn3nc(C)cc3C)o2)c1	33	3	3	2	11	-4	-4	1.8	-1
COc1ccc(C(=O)NC(=S)NNC(=O)c2ccc3ccccc3n2)cc1	3	3	1	7	0	2	2	0.2	9
COc1cccc(NC(=O)COC(=O)COc2cccc3c2OC(C)(C)C3)c1	-1	6	-1	6	5	0	5	2.5	5
O=C(COc1ccc2ccccc2c1)N1c2ccccc2Sc2ccccc21	6	-1	-15	6	4	-7	3	1.4	-1
O=C(COC(=O)c1ccc(O)cc1)Nc1cc(S(=O)(=O)N2CCOCC2)ccc1Cl	12	-10	16	-5	-2	/	3	/	5
O=C(NCc1ccccc1)C(c1cccs1)N(C(=O)c1csnn1)C1CC1 (stereo unspecified)	4	1	-2	4	1	-3	-2	-1.0	-4
Cc1ccc2c(c1)cc(CN(Cc1ccco1)S(=O)(=O)c1ccccc1)c1nnnn12	6	10	-1	4	-8	7	-2	-2.0	1
Cc1ccc(NC(=O)CCC(=O)N2CCOc3ccccc32)c(Cl)c1	7	-4	-3	8	5	-2	3	-1.2	-3

3 of the entries above in order of the pPAFAH FP inh value, high to low:
molecule,pPAFAH FP inh
COc1ccc(C(=O)NC(=S)NNC(=O)c2ccc3ccccc3n2)cc1,9
CC(=O)N(CN1C(=O)C2CC=CCC2C1=O)c1cccc(Cl)c1 (stereo unspecified),0
CCc1cccc(NC(=O)c2ccc(Cn3nc(C)cc3C)o2)c1,-1

(further entries)
SMILES	AHR activator	MCL1 BIM primary	PME-1 inh	Bcl-xL primary	GLD-1 RNA inh	Fam108B counter	PAFAH1B2 inh	MEX-5 binding	pPAFAH FP inh
COc1cc(/C=N/NC2=NS(=O)(=O)c3ccccc32)cc(OC)c1OC	1	10	-3	7	-5	-1	-1	1.8	1
CCC1(c2ccccc2)NC(=O)N(CC(=O)Nc2nnc(C3CC3)s2)C1=O (stereo unspecified)	0	2	2	2	5	-1	6	2.4	2
CC(C)(NO)/C(=N/O)c1cccs1	0	11	0	22	9	-5	1	1.0	2
COc1ccc(NC(=O)C2CC2)cc1S(=O)(=O)N1CCOCC1	-1	3	3	-4	5	/	1	/	1
CCCOc1ccc(N2C(=O)CC(N3CCN(c4ccc([N+](=O)[O-])cc4)CC3)C2=O)cc1 (stereo unspecified)	-1	3	6	5	4	-5	1	0.8	-1
S=c1[nH]c2cc(Cl)ccc2s1	9	1	1	3	-1	-6	0	1.9	-1
O=C(c1ccc2ccccc2c1)N1CCN(c2ccccn2)CC1	1	2	-2	-1	2	2	4	1.4	7
COC(=O)C1Cc2ccccc2CN1S(=O)(=O)c1ccc(C)cc1 (stereo unspecified)	0	-2	9	2	3	2	6	-2.4	2
CCOc1ccc(NC(=O)CC2SC(=O)N(c3ccccc3)C2=O)cc1 (stereo unspecified)	-1	6	1	18	4	1	4	0.0	16
Cc1ccc(C(=O)N/C(=C/c2ccccc2F)C(=O)NCCCn2ccnc2)cc1	2	-5	-2	-5	7	-1	7	0.0	5
COc1ccc(CN2CCN(CC(=O)Nc3ccccc3C(=O)NC3CC3)CC2)cc1F	3	10	-2	5	6	/	6	/	1
Cc1cccc(N(CC(=O)NC2CCCC2)C(=O)c2nsc(Cl)c2Cl)c1C	1	9	4	1	4	9	2	-0.4	-2
CC(=C/c1ccccc1)/C=N/NC(=O)c1cc(C)oc1C	7	5	-5	0	3	0	0	-0.1	1
Cn1c(-c2ccc(Cl)nc2)nc2cc(Cl)ccc21	0	-1	-2	1	-2	1	0	-1.5	-4
COc1ccc(C(=S)N2CCC(C(N)=O)CC2)cc1Br	-1	8	3	2	-7	2	4	2.3	2
O=C(CCn1cnc2ccccc2c1=O)Nc1ccc(S(=O)(=O)N2CCCCC2)cc1	0	1	3	2	-4	3	8	0.6	0
O=c1[nH]c(CSc2ncn[nH]2)nc2ccccc12	15	2	2	2	1	-2	0	-15	1
COc1ccccc1N1CCN(/N=C/c2c(C)nn(-c3ccccc3)c2C)CC1	1	-9	0	-5	3	1	-3	-1.7	3
COc1ccc(OC)c(C2=Nn3c(nnc3-c3ccncc3)SC2)c1	20	2	2	7	2	-1	-2	-1.9	3
O=C(Nc1nc(-c2ccc(Br)cc2)cs1)c1cccnc1	9	-7	-9	-5	-6	-16	0	2.1	2
COc1ccccc1OCC(=O)Nc1ccc(S(=O)(=O)N2CCCC2)cc1	1	-2	2	2	-1	4	7	0.0	6
CC1CCC(C(C)C)C(OC(=O)C2=C3c4ccccc4S(=O)(=O)N3CC2)C1 (stereo unspecified)	1	5	0	2	49*	-1	5	3.0	2
Cc1nc2ccccc2cc1C(=O)O	9	6	-3	8	5	5	2	0.7	2
COCCn1c(Cc2ccccc2)nnc1SCC(=O)N(C)C	-1	-2	1	6	3	-5	5	-1.2	1
CCOC(=O)C(CCCOc1ccccc1C)C(=O)OCC	-1	2	-2	-4	-2	3	3	/	4
Cc1nn2c(NCc3ccccn3)cc(C(C)C)nc2c1-c1ccccc1	5	3	10	0	3	4	2	1.2	6
CCCn1c(C)cc(/C=C(\C#N)C(=O)OCC(=O)N(C)c2c(N)n(Cc3ccccc3)c(=O)[nH]c2=O)c1C	0	3	8	2	3	3	3	3.7	4
Cc1cc2ncc(C(=O)Nc3ccccc3)c(C)n2n1	-7	1	-3	6	7	-2	-6	1.2	2
COc1ccc(S(=O)(=O)N2CCCN(CC(=O)Nc3ccccc3F)CC2)cc1	3	2	-5	1	-4	1	-3	0.6	0
Cc1cccc(OCc2nc(-c3ccccn3)n[nH]2)c1	8	11	1	-1	-4	7	9	4.6	0
CCCCCCn1c(SCC(=O)c2ccccc2)nc2c1c(=O)[nH]c(=O)n2C	1	-10	2	0	0	0	4	4.2	4
COc1ccc(S(=O)(=O)NCCCn2ccnc2)cc1C(C)(C)C	6	-1	2	5	-2	1	1	1.5	8
CCC(=O)N1CCC2(CC1)Oc1ccc(Cl)cc1C(=O)C21CC(c2ccc(Cl)cc2)=NO1 (stereo unspecified)	2	-2	-6	-3	0	-6	-1	-0.9	-2
CCSc1nnc(-c2cc(Br)ccc2NC(C)=O)c(=O)[nH]1	1	2	-3	2	6	1	1	0.2	-1
O=C(Cc1cccs1)Nc1nnc(SCC(=O)NC2CCCCC2)s1	2	3	-4	0	-7	-6	6	0.6	4
Cc1ccc(C(=O)Nc2ccc(N3CCN(C)CC3)cc2)c(Cl)c1	6	11	-1	5	-9	14	3	2.0	-8
COc1ccc(C(=O)OCC(=O)Nc2ccccc2)cc1[N+](=O)[O-]	4	7	-2	9	4	2	7	1.0	8
Cc1cc(C)nc(NC(=O)c2ccc(Cl)cc2Cl)n1	2	-1	-4	8	-3	-5	0	-0.7	2
COc1cc(/C=C/C(=O)OCC(=O)NCCC2=CCCCC2)ccc1O	0	-3	11	6	2	-2	3	-1.8	14
COc1ccccc1N1CCN(c2cc(C)nc3nc(C)nn23)CC1	0	3	-10	8	5	-3	-1	-1.0	8
COc1cccc(NC(=O)C2CCCN2C(=O)Nc2cccc(F)c2)c1 (stereo unspecified)	2	2	2	1	12	3	5	0.2	6
COc1ccc(OCc2nc(-c3ccc(F)c(F)c3)cs2)cc1	-6	5	-1	2	6	-1	-2	5.0	2
COc1ccc(C(=O)/C=C/c2ccc3c(c2)OCCO3)cc1	2	4	0	-4	1	-4	0	2.2	5
COc1ccc(-c2csc(N(CCCN(C)C)C(=O)c3ccccc3F)n2)cc1	-1	5	-1	8	9	-1	-2	-2.1	-3
CC(=O)c1cccc(CN2CCC(C(=O)Nc3ccc(Oc4cccnc4)cc3)CC2)c1	8	-5	-9	5	-2	1	0	2.3	-3
O=C(O)CCn1c(=O)[nH]c(=O)n(CCC(=O)O)c1=O	2	6	6	4	13	0	8	-0.3	3
O=C(Nc1nc(-c2ccncc2)cs1)C1COc2ccccc2O1 (stereo unspecified)	-6	-3	-6	4	-7	0	-1	1.6	-1
CC1CCN(CCCNC(=O)c2coc3nc4ccccc4nc23)CC1	13	6	-5	7	-13	-5	-6	-0.1	3
O=C(COC(=O)c1cc[n+]([O-])cc1)Nc1ccc2c(c1)OCCO2	2	3	4	0	6	2	-4	2.8	1
O=C(c1ccccc1)N1N=C(c2ccco2)CC1c1cccs1 (stereo unspecified)	0	1	-5	4	-2	1	7	-0.5	4
Cc1c(NC(=O)c2nn3c(c2Br)NC(c2ccccc2)CC3C(F)(F)F)c(=O)n(-c2ccccc2)n1C (stereo unspecified)	0	-5	8	3	-9	-2	3	0.6	3
CN(CCOc1ccc(Br)cc1)CC(=O)Nc1cccc(S(=O)(=O)NC2=NCCC2)c1	1	1	1	3	2	1	2	-2.0	6
CCCC(=O)N1CCCC(c2nc(-c3cccs3)no2)C1 (stereo unspecified)	5	6	2	5	5	5	-1	-0.7	0
CCOC(=O)C1(CC2CCCCO2)CCN(S(=O)(=O)c2ccc(C)s2)CC1 (stereo unspecified)	-2	4	-1	4	-1	-6	11	0.2	0
CCC1(c2ccccc2)NC(=O)N(CC(=O)N(C)CC(=O)Nc2cccc(F)c2)C1=O (stereo unspecified)	1	-17	-2	-10	4	-5	6	-5.2	6
Cc1nnc(N/N=C/c2c(O)n(-c3cccc(C(F)(F)F)c3)c(=O)c3ccccc23)[nH]c1=O	16	-4	2	-1	-3	14	/	0.1	2
O=C(CN1C(=O)CCOc2ccccc21)Nc1cccc(S(=O)(=O)N2CCOCC2)c1	0	-4	2	1	0	/	1	/	1
CCOc1ccc(N=Cc2c(O)n(-c3cccc(C)n3)c(=O)c3ccccc23)cc1	-3	2	-1	1	-2	-1	-4	-2.0	10
Cc1ccc(CNC(=O)c2cc(Cl)cc(Cl)c2)n1C	12	1	-2	3	3	-3	5	-0.5	1

Screening data deposited in PubChem BioAssay by several laboratories.
